Screens: PubChem, The Scripps Research Institute Molecular Screening Center
PLCb3 inh – human PLC-beta3 inhibitors, primary screen, biochemical, fluorescence. 1-phosphatidylinositol 4,5-bisphosphate phosphodiesterase beta-3 (Homo sapiens), Q01970. Purified PLC-beta3, fluorogenic substrate. inhibition, % at 12.2 µM. hit rate 0.18% among 370,000. AID 720704, 2013; in the data active = inhibition above about 11%;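 note: 0% = median of compound wells on plate and 100% = full blocker control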
PLC-gamma1 inh – PLC-gamma1 enzyme inhibitors, primary screen, biochemical, fluorescence, purified enzyme; fluorogenic substrate; inhibition, % at 12.2 µM; hit rate 0.84% among 370,000; in the data active = inhibition above about 9.5%
ADAM10 inh – human ADAM10 inhibitors, primary screen, biochemical, QFRET, HTS; Disintegrin and metalloproteinase domain-containing protein 10 (Homo sapiens), O14672; recombinant ADAM10, EDANS/DABCYL FRET peptide cleavage, 3 h; inhibition, % at 7 µM; hit rate 0.62% among 370,000; AID 720582, 2013;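 active = inhibition above a per-campaign cutoff equal to the mean of compounds falling between control-based bounds plus 3 SD, cut at about 20% in these data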;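 note: 0% = DMSO wells while the 100% control is not disclosed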
DAX1 inh-1 – DAX1 (NR0B1) inhibitors on StAR promoter, primary screen, cell-based, luminescence, SF-1 (NR5A1), full-length DAX-1; HEK293T StAR-luciferase reporter, SF-1/DAX-1 repression relief; inhibition, % at 6.8 µM; hit rate 1.1% among 370,000; AID 652010, 2013;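 active = inhibition above the mean over all tested compounds plus 3 SD, cut at about 3.6% in these data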;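 note: 0% = DAX-1 cells with DMSO and 100% = cells lacking DAX-1 with DMSO; higher inhibition means more luminescence from relief of DAX-1 repression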
hcDAF-12 act – H. contortus DAF-12 nuclear receptor activators, primary screen, cell-based, luminescence, HEK293, lit1-tk-luc reporter; HEK293 hcDAF-12 lit1-tk-luc reporter; 0% DMSO, 100% Δ7-dafachronic acid; activation, % at 6.8 µM; hit rate 1.4% among 370,000; AID 652067, 2013;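 active = activation above the mean of all tested compounds plus 3 SD, cut at about 5.5% in these data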;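 note: 100% = response to 3 µM Δ7-dafachronic acid high control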
sPLA2-III inh – human group III sPLA2 inhibitors, primary screen, biochemical, QFRET, BODIPY PC-A2 liposome substrate; QFRET BODIPY PC-A2 liposome hydrolysis, fluorescence; inhibition, % at 12.2 µM; hit rate 0.56% among 370,000; AID 743126, 2013;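 active = inhibition above mean plus 3 SD of compounds lying within the high and low control bounds, cut at about 19% in these data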;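 note: 0% = median of test compound wells and 100% = no enzyme DMSO wells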
Target sequence (Q9NZ20 whole entry, looked up): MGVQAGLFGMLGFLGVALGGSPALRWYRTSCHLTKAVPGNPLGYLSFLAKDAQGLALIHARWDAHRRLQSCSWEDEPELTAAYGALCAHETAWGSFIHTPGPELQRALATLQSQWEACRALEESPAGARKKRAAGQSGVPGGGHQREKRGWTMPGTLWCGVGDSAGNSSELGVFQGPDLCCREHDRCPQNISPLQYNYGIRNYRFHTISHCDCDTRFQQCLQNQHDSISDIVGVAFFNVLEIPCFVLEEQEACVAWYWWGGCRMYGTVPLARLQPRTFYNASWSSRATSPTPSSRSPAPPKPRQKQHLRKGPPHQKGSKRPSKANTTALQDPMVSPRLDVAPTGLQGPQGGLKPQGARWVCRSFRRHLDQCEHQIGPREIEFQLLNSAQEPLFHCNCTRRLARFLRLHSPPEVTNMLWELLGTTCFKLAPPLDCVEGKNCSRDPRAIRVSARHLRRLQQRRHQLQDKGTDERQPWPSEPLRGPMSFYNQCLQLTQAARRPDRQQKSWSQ
hgDAF12 agonist – H. glycines DAF-12 receptor agonists, primary screen, cell-based, luminescence, HEK293, GAL4 fusion, UAS-luciferase; HEK293 GAL4-hgDAF12 UAS-luciferase reporter, agonist luminescence; normalized to butyrate control; activation, % at 6.8 µM; hit rate 1.8% among 370,000; Nuclear hormone receptor DAF-12 (Heterodera glycines), GAL4 fusion; AID 687014, 2013;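 active = activation above a cutoff set at the mean of all screened compounds plus 3 SD, cut at about 10% in these data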;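 note: 0% = DMSO wells and 100% = sodium butyrate wells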
DAX1 inh-2 – DAX1 (NR0B1) inhibitors, primary screen, cell-based, HEK293, Gal4-DAX1, luciferase luminescence. Nuclear receptor subfamily 0 group B member 1 (Homo sapiens), P51843. HEK293 Gal4-DAX1 luciferase reporter. inhibition, % at 6.75 µM. hit rate 0.99% among 340,000. AID 504766, 2011;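 active = inhibition above the mean over all tested compounds plus 3 SD, cut at about 4.2% in these data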;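 note: 0% = DAX1-transfected cells with DMSO and 100% = empty-vector control cells with DMSO; inhibition shows as a rise in luminescence from relieved DAX1 repression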
Target sequence (P51843 207-470 limits assumed): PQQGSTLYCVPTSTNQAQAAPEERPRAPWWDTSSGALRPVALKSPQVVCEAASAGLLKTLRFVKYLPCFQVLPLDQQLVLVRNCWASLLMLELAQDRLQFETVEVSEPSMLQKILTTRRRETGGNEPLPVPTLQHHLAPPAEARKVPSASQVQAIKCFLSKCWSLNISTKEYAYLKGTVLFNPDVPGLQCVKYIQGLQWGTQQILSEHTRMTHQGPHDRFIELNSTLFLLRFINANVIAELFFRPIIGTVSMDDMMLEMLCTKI
GAA850 FXN act – FXN promoter activators, primary screen, cell-based, luciferase luminescence, HEK293 lucGAA850. activation, % at 6 µM. hit rate 0.56% among 360,000. HEK293 lucGAA850 FXN promoter luciferase reporter, 24 h; percent of 10 µM SAHA response. AID 540364, 2011;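 active = activation above the average of all compounds screened plus 3 SD, cutoff fixed separately per campaign, cut at about 7.5% in these data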;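 note: 0% = DMSO wells and 100% = 10 µM SAHA wells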
ADAM17 inh – ADAM17 inhibitors, primary screen, biochemical, QFRET. Disintegrin and metalloproteinase domain-containing protein 17 (Homo sapiens), P78536. recombinant ADAM17, EDANS/DABCYL FRET peptide cleavage. inhibition, % at 6.95 µM. hit rate 0.83% among 370,000. AID 720648, 2013;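 active = inhibition above the mean of compounds lying between control limits plus 3 SD, set per campaign, cut at about 8.5% in these data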;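 note: 0% = DMSO-only wells as the low control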
ssDAF12 agonist – S. stercoralis DAF-12 nuclear receptor activators, primary screen, cell-based, luminescence, HEK293, GRIP1 co-expression, lit1-tk-luc | Nuclear hormone receptor DAF-12 (Strongyloides stercoralis) | HEK293 ssDAF-12/GRIP1 lit1-tk-luc reporter; % of 3 µM dafachronic acid response | activation, % at 6.8 µM | hit rate 1% among 370,000;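 active = activation above the mean over all tested compounds plus 3 SD, cut at about 0.9% in these data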;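 note: 0% = DMSO-only wells and 100% = 3 µM delta7-dafachronic acid wells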
* hit, by the source's call; · = not tested or not shown. Hits appear at their usual frequency; about 6.9% have a hit in one of these screens.

SMILES	PLCb3 inh	PLC-gamma1 inh	ADAM10 inh	DAX1 inh-1	hcDAF-12 act	sPLA2-III inh	hgDAF12 agonist	DAX1 inh-2	GAA850 FXN act	ADAM17 inh	ssDAF12 agonist
CCOC(=O)c1ccc(NC(=O)C2CCCN(c3cnccn3)C2)cc1 (stereo unspecified)	-57	-34	-47	0.3	0.8	0	3.0	-0.5	0.7	-16	-0.6
O=C1CC[C@@H](CN(Cc2ccccn2)Cc2nc(-c3ccc(C(F)(F)F)cc3)no2)N1	-4	1	3	-0.3	3.4	6	1.8	-1.9	0.3	-4	0.0
CC(=O)c1ccc(N2CCN(C(=O)COc3ccc4ccccc4c3)CC2)cc1	0	0	-4	0.5	-0.1	9	3.4	1.1	0.2	-4	-1.2
O=C(CCn1ccc2cc(S(=O)(=O)N3CCCC3)ccc21)NCc1ccccc1	-5	6	-2	-1.1	1.0	-11	-3.1	-0.3	-1.3	-3	-1.2
COc1ccc(NC(=O)c2ccccc2[N+](=O)[O-])cc1OC	0	-2	-2	-0.5	0.1	7	-2.4	-0.1	0.9	-1	-1.8
COc1ccc(OCCCC(=O)Nc2cccc(S(=O)(=O)N3CCCCCC3)c2)cc1	-4	0	3	-2.5	-1.5	-35	-0.5	-0.2	-0.4	3	-1.4
Cc1c(C)c2c(OCC(=O)NCC(C)C)cc3c(c2oc1=O)CCC(C)(C)O3	-122	-88	-292	-0.1	0.2	-2	-2.4	-1.2	-0.9	-101	-1.0
COc1ccccc1N1CCN(S(=O)(=O)c2ccc(-c3cnc(C4CC4)o3)cc2)CC1	-12	-3	13	-0.6	-2.9	-6	-2.6	0.4	-0.7	4	-1.6
Cc1ccc(-c2csc(NCCn3c(-c4ccncc4)nc4cc(C(F)(F)F)ccc43)n2)cc1	-1	0	-3	-0.1	1.3	1	-1.9	-0.4	1.7	-2	-0.5
COC(=O)C1=C(C)C(c2ccc(OC)cc2)NC(=O)N1 (stereo unspecified)	4	-1	-1	-0.4	2.5	4	1.1	2.4	1.1	2	-1.7
O=C(CCS(=O)(=O)c1cccc2nsnc12)N1CCN(c2ccccc2F)CC1	1	0	2	0.3	1.7	3	0.1	-0.9	-2.7	0	-1.3
O=C(NCc1nnc(SCC(=O)N2CCN(c3ccccc3)CC2)o1)c1c(F)cccc1F	-4	5	-9	-2.1	1.3	4	-1.5	0.8	2.5	-2	-1.1
C/C(=N/NC(=O)CNC(=O)COc1cccc(C)c1)c1ccco1	-5	6	3	0.4	-0.8	4	-1.8	-0.5	1.7	-2	-1.3
O=[N+]([O-])c1ccc(CSC2=NCCN2)cc1	-1	2	2	-0.4	-0.4	19	-0.2	2.5	5.4	-2	-0.8
COC(=O)C1CCN(C(=O)c2ccc(OC3CCN(Cc4ccccn4)CC3)cc2)CC1	-1	-2	10	0.0	-0.1	-2	2.3	0.3	-0.5	1	-0.9

Reprinted from the part before: 2 entries; new compounds follow.
SMILES	PLCb3 inh	PLC-gamma1 inh	ADAM10 inh	DAX1 inh-1	hcDAF-12 act	sPLA2-III inh	hgDAF12 agonist	DAX1 inh-2	GAA850 FXN act	ADAM17 inh	ssDAF12 agonist
O=[N+]([O-])c1ccc(CSC2=NCCN2)cc1	-1	2	2	-0.4	-0.4	19	-0.2	2.5	5.4	-2	-0.8
COC(=O)C1CCN(C(=O)c2ccc(OC3CCN(Cc4ccccn4)CC3)cc2)CC1	-1	-2	10	0.0	-0.1	-2	2.3	0.3	-0.5	1	-0.9
N#C/C(=C\c1ccc(O)c(O)c1)C(=O)NCCc1ccccc1	-20	-12	11	0.2	-2.3	-3	-4.8	-0.7	3.6	3	-1.4
O=c1[nH]c(-c2ccccc2)ncc1OCc1ccccc1	0	2	-11	-0.5	-1.5	2	1.1	0.9	1.4	-3	-1.4
O=C(COC(=O)c1cnccn1)c1ccc([N+](=O)[O-])cc1	2	4	3	-0.3	0.7	1	0.8	-0.1	0.9	-3	-1.7
Cc1cc([N+](=O)[O-])nn1Cc1ccccc1F	0	1	-10	0.0	-1.2	1	0.3	-0.4	-2.1	-4	-1.2
Cc1cc(C)c(OCCCCN2CCC(C)CC2)c(Br)c1	4	0	-4	0.1	-1.9	0	0.1	3.7	0.3	-2	-0.6
c1ccc(OCCCn2nnc(-c3cccnc3)n2)cc1	-1	1	-2	-0.7	-1.0	4	3.1	0.9	1.8	-6	-1.5
CCC(=O)NC(=S)Nc1ccccc1OC	2	8	3	0.8	-0.7	1	0.1	-0.5	0.9	0	-1.3
Cc1ccc(NC(=O)COC(=O)CCC(=O)c2cccs2)cc1C	-7	-1	5	0.9	-0.1	-8	1.6	1.7	-0.3	-5	-1.8
c1coc(Cn2c(SCc3nc4ccccc4[nH]3)nnc2-c2cccs2)c1	-54	-34	-37	0.0	1.1	-12	4.5	-0.8	-1.8	-12	-0.3
O=C(CN(CC1CCCO1)C(=O)CNS(=O)(=O)c1ccc(Cl)cc1)NC1CCCCC1 (stereo unspecified)	2	4	3	-0.1	0.2	2	0.1	1.2	-1.5	-1	-0.9
C[C@H](O)[C@@H]1CN2CCc3c([nH]c4ccccc34)[C@@H]2C[C@@H]1N(C)C(=O)Nc1cccc2ccccc12	-155	-117	-82	-1.3	0.7	2	-4.4	·	·	-28	-0.4
COc1ccc(C(C)=O)cc1CN1C(=O)C(C)N(c2ccc(C)cc2)C1=O (stereo unspecified)	2	0	4	-0.5	0.7	-8	-1.9	0.3	0.7	-3	0.1
COc1ccccc1NC(=O)CSc1nnc(NC(=O)c2ccco2)s1	-8	-5	-2	0.0	-0.2	-5	-0.3	0.5	2.9	1	-1.1
CN(C)c1ccc(S(=O)(=O)NCC(=O)NCc2ccccc2)cc1[N+](=O)[O-]	-7	-3	-2	0.0	-1.7	-2	0.9	0.2	3.2	-2	-1.0
Cc1cc(NS(=O)(=O)c2ccc(NC(=O)c3ccc(Cl)cc3Cl)cc2)no1	-6	-2	2	0.7	-1.2	-15	1.7	0.8	-1.1	-2	-1.2
CC(=O)C1=C(O)C(=O)N(CCN2CCOCC2)C1c1ccccc1 (stereo unspecified)	-12	-8	-10	0.3	0.9	5	1.0	-1.0	0.3	-5	-0.1
COc1ccc(S(=O)(=O)N2CCCCC2)cc1C(=O)Nc1cc(C)on1	-7	1	-11	-0.1	-2.6	0	-0.2	0.6	0.3	5	-0.9
O=C(Nc1ccc(F)cc1)C(=O)C1C(=O)Nc2ccccc21 (stereo unspecified)	-8	-3	-1	0.5	5.1	0	-3.9	2.3	2.0	-6	-0.4
CCCCNC(=O)C[C@H]1C(=O)N(CCCOC)C2=CCCCC[C@]21C(=O)OC	5	1	-2	0.9	-0.4	3	-4.8	·	·	2	-0.9
CCC(C)(C)NC(=O)C(c1cccs1)N(C(=O)c1ccn[nH]1)c1ccccc1 (stereo unspecified)	-3	0	2	0.1	1.1	-2	-3.1	1.7	2.2	-1	-1.4
O=C(Nc1nc(-c2ccc(Cl)cc2)cs1)c1cccnc1	-3	0	-8	0.0	-1.6	5	-1.1	-0.1	-1.6	-3	-1.3
O=C(NCc1cccnc1)c1ccccc1NS(=O)(=O)c1ccc(F)cc1F	-14	-4	-20	0.1	-0.1	-2	2.2	1.2	0.6	-6	-1.4
Cc1ccccc1Oc1ccc2c(c1)[C@@H]1C[C@H]3[C@@H](C(=O)N1CC2)[C@H](C)ON3C	-13	-12	-30	-3.9	-0.3	2	-2.9	-2.0	-0.9	-7	-1.1
COc1ccccc1NC(=O)COC(=O)c1cc([N+](=O)[O-])ccc1N1CCCC1	1	5	13	-1.5	-2.7	-10	4.5	-0.3	1.2	3	-2.2
Oc1cccc2cc(-c3ccncc3)cnc12	-3	0	-17	1.0	-0.4	8	15*	·	2.7	0	-1.3
COC(=O)[C@@]1(Cc2ccc(F)cc2)[C@H]2c3cc(C(=O)N(C)C)n(CCCNc4ncc(C(F)(F)F)cc4Cl)c3C[C@H]2CN1C(=O)c1ccccc1	-4	-3	-9	0.5	-2.0	-7	-0.4	·	·	-4	-1.2
Fc1ccccc1CNC(=S)NCc1ccc(Cl)cc1	2	9	19	-1.5	-0.3	-10	0.0	-0.7	1.8	8	-0.7
O=C1OC(c2ccccc2)=C/C1=C\N1CCOCC1	-9	-7	-8	-1.1	3.1	-9	1.5	0.5	-1.3	2	-0.5
O[C@@H]1CN(Cc2cccs2)[C@@H](c2ccccc2)C[C@H]1n1cc(-c2ccc(F)cc2)nn1	1	1	-8	0.8	-0.9	-2	2.3	1.3	1.1	-1	-0.5
COc1ccc(CC(C)N2CCN(c3ccccc3)CC2)cc1OC (stereo unspecified)	3	2	3	-0.3	0.3	1	-2.0	0.7	0.5	-4	-1.7
